High-throughput results: PubChem BioAssay, National Center for Advancing Translational Sciences (NCATS)
D1 agonist = agonists of human D1 dopamine receptor; HEK293 T-REx D1 cells, calcium flux, agonist mode; 360,000 compounds, 1% hits; activation, % at 2 µM; in the data active = activation above about 30%; also: 0% is about no effect
Target sequence (P21728 whole entry, looked up): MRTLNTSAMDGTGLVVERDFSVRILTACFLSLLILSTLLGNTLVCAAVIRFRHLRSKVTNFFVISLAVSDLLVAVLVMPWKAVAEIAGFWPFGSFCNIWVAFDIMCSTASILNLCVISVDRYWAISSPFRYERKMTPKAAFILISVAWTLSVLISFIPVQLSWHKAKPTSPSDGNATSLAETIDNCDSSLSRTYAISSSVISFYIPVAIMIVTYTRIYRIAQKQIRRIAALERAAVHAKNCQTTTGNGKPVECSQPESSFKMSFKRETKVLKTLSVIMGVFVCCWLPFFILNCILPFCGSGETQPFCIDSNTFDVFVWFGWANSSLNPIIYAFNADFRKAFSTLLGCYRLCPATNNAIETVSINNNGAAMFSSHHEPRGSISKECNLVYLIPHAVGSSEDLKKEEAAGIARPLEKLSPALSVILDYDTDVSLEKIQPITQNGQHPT
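Tetracycline-induced HEK293 TREx D1 cells, force-coupled to calcium signalling, were dye-loaded with a no-wash calcium kit. Compound was pin-added after a 10 s baseline. Fluorescence was read kinetically at 1 cycle/s for 180 s, with calcium rises flagged as agonism.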
D2 antag = D2 dopamine receptor (human) antagonism | HEK293 TREx D2 cells, calcium flux, dopamine EC80 | inhibition, % at 10 µM | 340,000 compounds, 2% hits | AID 485344; in the data active = inhibition above about 30%; also: 0% is about no effect
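HEK293 T-REx D2 cells, tet-induced, calcium dye no-wash. Cpd pintool add, 180 s kinetic, then EC80 DA, 180 s kinetic. Ca flux read.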
RXFP1 agonist = activates the human relaxin receptor RXFP1. AID 2676. Q9HBX9. HEK293T-RXFP1 cAMP TR-FRET, 30 min; response scale: percent of porcine relaxin response, buffer zero. 370,000 compounds, 0.3% hits. Potency, µM (series often up to 57.5 µM), without a hit: at the highest dose activation, most hits filed as activators; active = well fitted activation curve with a large enough effect; inconclusive = small, poorly fitted or top-dose-only effect; also: potency is read from the fitted curve at half-maximal effect; % is scaled to controls: 0 for no effect and ±100 for the full control effect; nearly all actives have a fitted effect of over 60% in size; many of its hits are not listed in these tables
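Agonist response is measured as cAMP accumulation in an RXFP1-transfected HEK293T line under PDE4 inhibition. Values are scaled between buffer-only and 29 nM porcine relaxin, and EC50s come from standard Hill equation fits.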
D2 agonist = agonists of human D2 dopamine receptor; HEK293 T-REx D2 cells, calcium flux agonist mode; activation, % at 2 µM; 340,000 compounds, 0.53% hits;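 active = activation over 3 SD above normal in the single-dose calcium agonist read, cut at about 30% in these data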; also: 0% is about no effect
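Tetracycline-induced HEK293 Trex cells with D2 receptor force-coupled to calcium signaling, plated overnight at 30 C and loaded with no-wash calcium dye. Calcium flux read kinetically for 180 s after compound addition; responses flag agonists.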
D2 potentiator = positive allosteric modulators of human D2 dopamine receptor; 340,000 compounds, 0.34% hits; potentiation, % at 10 µM; HEK293 T-REx D2, calcium flux, EC20 dopamine potentiation; AID 485347; P14416;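 active = potentiation over 3 SD above the plate norm, cut at about 30% in these data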; also: 0% is about no effect
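Cells plated with tetracycline inducer and held overnight at 30 C; calcium dye loaded 30–90 min at room temperature; baseline taken, compound added and read 180 s; EC20 dopamine then added and read 180 s.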
TRHR enhancer = allosterically enhances the human TRH receptor | P34981 | TRHR cells, fluo-8 calcium fluorescence, EC20 TRH enhancement | enhancement, % at 2 µM | 360,000 compounds, 0.66% hits | AID 493056; in the data active = enhancement above about 30%; also: 0% is about no effect
Target sequence (P34981 whole entry, looked up): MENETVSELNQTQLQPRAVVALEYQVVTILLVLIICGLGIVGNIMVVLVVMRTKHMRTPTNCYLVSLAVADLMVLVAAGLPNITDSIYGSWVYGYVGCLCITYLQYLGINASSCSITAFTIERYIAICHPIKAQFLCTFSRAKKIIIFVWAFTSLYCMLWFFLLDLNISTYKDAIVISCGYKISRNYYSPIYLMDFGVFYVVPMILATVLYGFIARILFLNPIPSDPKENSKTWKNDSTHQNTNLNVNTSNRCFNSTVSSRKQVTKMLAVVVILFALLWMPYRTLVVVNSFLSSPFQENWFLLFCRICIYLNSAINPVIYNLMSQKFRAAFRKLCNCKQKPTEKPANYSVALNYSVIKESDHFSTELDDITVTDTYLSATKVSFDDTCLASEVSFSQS
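TRHR-expressing cells loaded with fluo-8 calcium dye were read kinetically (ex 480/em 530) during compound addition, then stimulated with an EC20 of TRH (10 nM final). Enhancement of the Gq-mediated intracellular calcium response was scored.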
D1 PAM = enhances dopamine response at the human D1 receptor. P21728. HEK293 TREx D1 cells, calcium flux, dopamine EC20 potentiation. potentiation, % at 10 µM. 360,000 compounds, 0.036% hits; in the data active = potentiation above about 30%; also: 0% is about no effect
RXFP1 antag = RXFP1 (human) relaxin receptor antagonism; HEK293-RXFP1, relaxin-stimulated cAMP HTRF, 30 min; hits give low values; activity change, negative = inhibition, % at 57.5 µM; 350,000 compounds, 0.59% hits;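 active = activity change of -60% or lower, but not beyond a set lower limit; inconclusive = change between -60% and -40%, or beyond the set limit; inactive = change above -40%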; also: % is scaled to controls: 0 for no effect and ±100 for the full control effect
D1 antag = human D1 dopamine receptor antagonism; activity change, negative = inhibition, % at 10 µM; 360,000 compounds, 3.2% hits; HEK293 TREx D1 cells, calcium flux, dopamine EC80; hits give low values; P21728; in the data active = activity change below about -30%; also: % is scaled to controls: 0 for no effect and ±100 for the full control effect
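Tetracycline-induced HEK293 Trex D1 cells, force-coupled to calcium, dye-loaded; compounds added and read 180 s, then EC80 dopamine added and calcium flux tracked kinetically another 180 s.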
* marks the source's active call; other numbers are inactive results; ? = inconclusive; · = no result given. A portion of the library; the hit share may differ from the screen's.

The line under a structure holds: D1 agonist	D2 antag	RXFP1 agonist	D2 agonist	D2 potentiator	TRHR enhancer	D1 PAM	RXFP1 antag	D1 antag
1: COc1ccc(C([O-])=Nc2ccc[n+](-c3nc4ccccc4nc3NS(=O)(=O)c3ccccc3)c2)cc1
→ 6	9	3.0%	1.1	-8	6	4	·	-4
2: CCOc1ccccc1CNC(=O)CCn1ccc2cc(S(=O)(=O)N3CCC(C)CC3)ccc21
→ 1	·	0.5%	·	6	-3	1	-13	2
3: Cc1ccc(/C=N/NC(=O)c2ccccn2)s1
→ 1	28	-0.3%	-0.9	1	11	-5	-8	-13
4: CSCCC(NC(=O)c1cccc([N+](=O)[O-])c1)C(=O)O (stereo not drawn)
→ 2	-8	-0.5%	1.5	-4	0	-8	-1	-3
5: CN1CCN(C(=O)c2cc(Br)cn2C)CC1
→ 2	·	0.2%	·	·	4	-7	0	-2
6: COc1cccc(C2=NOC(C(=O)NC(C)(C)C)C2)c1 (stereo not drawn)
→ 2	-2	0.2%	-0.5	2	4	-1	26	-16
7: COc1ccc(-c2ccc(-c3noc(-c4ccco4)n3)c(OC)n2)cc1
→ 0	7	4.8%	-1.5	-6	14	-4	-10	14
8: CCCC(=Nc1ccccc1)C1=C(O)C(C(=O)OC)C(C)(C)CC1=O (stereo not drawn)
→ 7	-9	2.9%	-0.5	9	-4	-3	4	11
9: Cc1ccc(SCc2cc(=O)[nH]c(SCC(=O)Nc3cc(Cl)ccc3Cl)n2)cc1
→ -3	-8	4.4%	-0.7	13	6	7	3	-34*
10: COCCNC(=O)CCCC(=O)NCCOC
→ 5	4	-0.2%	0.2	1	1	-4	12	17
11: O=C(NC12CC3CC(CC(C3)C1)C2)c1cc(F)c(F)cc1Cl
→ 9	6	2.0%	1.4	-1	1	2	-22	20
12: COCCN(CC1CCCN(C2Cc3ccccc3C2)C1)C(=O)c1ccc(C(C)=O)cc1 (stereo not drawn)
→ -1	-21	1.1%	0.2	-8	-1	-2	17	21
13: O=C(Nc1ccc2c(c1)Cc1ccccc1-2)c1cccnc1
→ 4	-18	-0.8%	-3.5	5	4	-6	3	-17
14: Cc1ccc(N(CC(=O)N2CCOCC2)S(C)(=O)=O)cc1
→ 2	-14	-1.4%	-1.8	0	1	3	-1	-25
15: COc1ccccc1N1CCN(C(=O)C2CCCN(c3ncnc4c3nc3n4CCCCC3)C2)CC1 (stereo not drawn)
→ 1	-10	1.7%	-3.2	4	1	-3	-16	16
16: CC[C@@]1(c2cccc(C)c2)C(=O)N(C(=O)OC)N1C(=O)OC
→ 1	17	3.6%	-0.8	3	9	4	·	-2
17: Cc1csc(SCC(=O)Nc2ccc3c(c2)OCCO3)n1
→ 0	-19	0.2%	0.7	5	11	-3	-9	-7
18: CC1=NN(c2ccccc2)C(=O)C1N=Nc1ccc(C)cc1 (stereo not drawn)
→ 2	-7	-0.5%	0.9	-9	-3	-2	·	18
19: CCOC(=O)C1CCN(C(=O)COc2ccc(S(=O)(=O)N3CCOCC3)cc2)CC1
→ 1	-15	0.1%	0.1	17	18	-3	-18	0
20: Cc1ccc(NC(=O)CN2C(=O)C(C)(C)c3ccccc32)cc1
→ 0	·	1.3%	·	7	-2	-5	4	9
21: COCCCn1c(=O)c2ccccc2n(Cc2cccc(C)c2)c1=O
→ 3	3	-2.7%	-2.4	12	-1	-1	-1	-1
22: CCOC(=O)c1cc(C(=O)NCc2ccc(Cl)cc2Cl)nn1C
→ 20	1	0.7%	-0.5	-4	0	-3	-2	14
23: COc1ccc(NC(=S)Nc2ccc3cn[nH]c3c2)cc1
→ -1	-19	-1.2%	1.3	-18	12	-2	-2	-9
24: O=C(CSc1nnc(-c2ccccc2)n1Cc1ccco1)NCc1ccc2c(c1)OCO2
→ 0	-10	5.2%	-0.9	16	-4	0	-3	-9
25: CCOc1ccc(CCNC(=O)Cn2nnc(-c3ccccc3Cl)n2)cc1OCC
→ 0	·	-1.4%	0.9	0	4	-4	·	1
26: CCN(CC)c1ccc(/C=c2\sc3nnc(-c4ccccc4Cl)n3c2=O)cc1
→ 59*	6	1.7%	17	-9	3	-5	0	-8
27: COc1ccc(-c2csc(NC(=S)NC(=O)/C=C/c3ccco3)n2)cc1Br
→ 18	-4	1.5%	0.2	-1	-6	-3	-14	10
28: Cc1cc(C)c2c(=O)[nH]c(SCC(=O)c3ccc(C(C)C)cc3)nc2n1
→ -3	-3	8.0%	-1.2	14	0	-2	-12	-10
29: CC(=O)NCCc1ccc(S(=O)(=O)N2CCCC2)cc1
→ 3	6	-0.1%	1.1	-7	2	-1	-8	-8
30: CCOc1ccc(NC(=O)Nc2cc(C)ccc2OC)cc1
→ 4	18	1.3%	-0.5	-20	-7	-4	-15	-26
31: COC(=O)CCC(=O)OC1(C)C(=O)C2=CN(C3CCCC3)C(c3ccc(OC)cc3)=CC2=C(Br)C1=O (stereo not drawn)
→ 3	16	-0.6%	1.2	0	2	5	·	6
32: COc1ccccc1CN1CCC(CNS(=O)(=O)c2cc(-c3cc(C)no3)ccc2OC)CC1
→ 8	5	-0.4%	0.2	-6	-3	-2	-13	-7
33: COc1ccc(N2CCN(C(=O)COC(=O)c3ccco3)CC2)cc1
→ 2	-13	-1.3%	0.3	10	3	2	-1	4
34: COC(=O)c1ccccc1NC(=O)NCCc1ccc(OC)c(OC)c1
→ 2	-3	3.4%	0.0	11	1	-3	-2	2
35: Cc1ccc(-c2cc(=O)c3ccccc3[nH]2)cc1
→ -1	·	1.0%	·	2	14	-9	·	5
36: CCN(CC(=O)Nc1ccc2c(c1)OCCO2)C(=O)CC1CCCC1
→ -3	-9	2.1%	-1.7	0	-1	-10	-5	-7
37: COc1ccccc1CNC(=O)CSc1n[nH]c(N)n1
→ 2	3	-1.2%	1.9	7	-2	0	6	13
38: N#Cc1ccc(Sc2ccccn2)c([N+](=O)[O-])c1
→ 4	38*	2.0%	0.2	11	2	-2	22	-60*
39: CCC(C)NC(=O)c1ccc2nc(CCc3ccccc3)oc2c1 (stereo not drawn)
→ 0	·	0.8%	-0.1	-1	-4	-4	-14	-2
40: CCCNC(=O)C12CCC(C)(C(=O)C1Br)C2(C)C (stereo not drawn)
→ 2	-3	1.6%	1.5	11	4	2	-13	7
41: Nc1ccc(Oc2cc(N)cc(Oc3ccccc3)c2)cc1
→ 7	1	-1.7%	-1.2	2	-15	-4	-4	-6
42: CC(=O)N1CCC(C(=O)Nc2ccc(S(=O)(=O)N3CCCC(C)C3)cc2)CC1 (stereo not drawn)
→ 3	-11	-1.0%	0.6	-2	0	5	6	19
43: CC(=O)c1ccc(N2CCN(C(=S)Nc3ccccc3C(F)(F)F)CC2)cc1
→ 2	13	0.0%	5.0	-8	2	-7	-1	·
44: N#C/C(=C(/O)c1ccc([N+](=O)[O-])cc1)c1nnc2n1CCCCC2
→ -2	19	0.9%	-0.4	3	-2	-4	-13	-2
45: CCOC(=O)C1C(=O)N(C(=O)c2ccc(OC)cc2)CC1c1ccccc1 (stereo not drawn)
→ 4	13	3.2%	0.2	-3	-5	-5	4	-27
46: O=C(NCCN1CCOCC1)c1ccc(Cl)c(S(=O)(=O)N2CCOCC2)c1
→ 2	3	1.1%	-0.5	-5	6	-2	-20	-11
47: COc1ccccc1CCNC(=O)c1ccc2nc[nH]c2c1
→ 1	-4	-0.4%	-0.4	11	1	0	-3	-8
48: Cc1cc(C(=O)c2cnc(/N=C/N(C)C)s2)c(F)cc1Cl
→ 9	-2	17%	-0.6	10	0	5	10	2
49: Fc1cccc(NC(=S)N2CCN(c3ccccn3)CC2)c1
→ 6	-1	2.9%	6.7	2	0	-11	10	-13
50: COc1ccc(-n2nnnc2SC(C)C(=O)NCC(=O)Nc2ccc(F)c(F)c2F)cc1 (stereo not drawn)
→ 2	-2	-0.2%	0.7	-2	2	-5	-5	-9
51: COc1cccc(CNC(=O)C(=O)Nc2c3c(nn2-c2ccccc2)CSC3)c1
→ 1	·	3.8%	0.2	·	1	-2	-27	·
52: COc1ccccc1N(CC(=O)NCc1ccco1)S(=O)(=O)c1ccc(C)cc1
→ 1	-30	1.4%	0.2	9	0	0	9	4
53: Cc1cc(C)cc(C(=O)NC2C(=O)N3C(C(=O)O)=C(CSc4nnc(C)s4)CSC23)c1 (stereo not drawn)
→ 0	-10	-1.3%	0.5	-14	7	-3	-4	7
54: COCCNc1nc(C)cc(-c2cc(C(=O)NCc3ccccc3)on2)n1
→ 3	13	-0.9%	0.4	11	2	3	·	-3
55: CCOC(=O)C1(Cc2cccc(F)c2)CCN(C(=O)C2CCOCC2)CC1
→ 4	2	2.2%	-0.4	9	2	-7	?	4

Among those listed so far, seven contain a Cl atom:
The line under a structure holds: D1 agonist	D2 antag	RXFP1 agonist	D2 agonist	D2 potentiator	TRHR enhancer	D1 PAM	RXFP1 antag	D1 antag
9: Cc1ccc(SCc2cc(=O)[nH]c(SCC(=O)Nc3cc(Cl)ccc3Cl)n2)cc1
→ -3	-8	4.4%	-0.7	13	6	7	3	-34*
11: O=C(NC12CC3CC(CC(C3)C1)C2)c1cc(F)c(F)cc1Cl
→ 9	6	2.0%	1.4	-1	1	2	-22	20
22: CCOC(=O)c1cc(C(=O)NCc2ccc(Cl)cc2Cl)nn1C
→ 20	1	0.7%	-0.5	-4	0	-3	-2	14
25: CCOc1ccc(CCNC(=O)Cn2nnc(-c3ccccc3Cl)n2)cc1OCC
→ 0	·	-1.4%	0.9	0	4	-4	·	1
26: CCN(CC)c1ccc(/C=c2\sc3nnc(-c4ccccc4Cl)n3c2=O)cc1
→ 59*	6	1.7%	17	-9	3	-5	0	-8
46: O=C(NCCN1CCOCC1)c1ccc(Cl)c(S(=O)(=O)N2CCOCC2)c1
→ 2	3	1.1%	-0.5	-5	6	-2	-20	-11
48: Cc1cc(C(=O)c2cnc(/N=C/N(C)C)s2)c(F)cc1Cl
→ 9	-2	17%	-0.6	10	0	5	10	2

Along the list, from the results shown.
Compounds 45 to 53 in D1 antag, in turn: -27, -11, -8, 2, -13, -9, ·, 4, 7
Compounds 45 to 53 in D2 antag, in turn: 13, 3, -4, -2, -1, -2, ·, -30, -10
